OPRK1 antag MB = blocks the human kappa opioid receptor, Maybridge compounds; P41145; OPRK1 cells, antagonist mode, fluorescence readout; inhibition, % at 9 µM; hit rate 0.4% among 16,000; in the data active = inhibition above about 50%
PME-1 Maybridge = inhibitors of human PME-1 in Maybridge library; Q9Y570; recombinant PME-1, FP-Rh probe fluorescence polarization; inhibition, % at 9 µM; hit rate 0.5% among 16,000; AID 2291; in the data active = inhibition above about 30%
Target sequence (Q9Y570 whole entry, looked up): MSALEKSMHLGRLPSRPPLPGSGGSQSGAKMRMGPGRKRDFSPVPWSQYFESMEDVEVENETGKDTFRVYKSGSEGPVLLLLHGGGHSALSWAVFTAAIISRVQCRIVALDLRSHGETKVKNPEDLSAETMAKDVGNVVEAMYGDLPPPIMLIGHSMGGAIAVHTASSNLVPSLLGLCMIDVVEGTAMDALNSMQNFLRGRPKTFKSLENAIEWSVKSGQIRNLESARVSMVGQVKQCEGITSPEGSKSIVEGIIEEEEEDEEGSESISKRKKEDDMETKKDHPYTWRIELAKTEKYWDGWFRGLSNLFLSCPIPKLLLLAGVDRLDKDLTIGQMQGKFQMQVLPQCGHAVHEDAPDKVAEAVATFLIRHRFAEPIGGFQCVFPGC
S1P1 agonist = S1P1 (human) receptor agonism. P21453. S1P1 agonist cell-based reporter assay. activation, % at 4.5 µM. hit rate 1.5% among 16,000. AID 1044; in the data active = activation above about 80%
Target sequence (P21453 whole entry, looked up): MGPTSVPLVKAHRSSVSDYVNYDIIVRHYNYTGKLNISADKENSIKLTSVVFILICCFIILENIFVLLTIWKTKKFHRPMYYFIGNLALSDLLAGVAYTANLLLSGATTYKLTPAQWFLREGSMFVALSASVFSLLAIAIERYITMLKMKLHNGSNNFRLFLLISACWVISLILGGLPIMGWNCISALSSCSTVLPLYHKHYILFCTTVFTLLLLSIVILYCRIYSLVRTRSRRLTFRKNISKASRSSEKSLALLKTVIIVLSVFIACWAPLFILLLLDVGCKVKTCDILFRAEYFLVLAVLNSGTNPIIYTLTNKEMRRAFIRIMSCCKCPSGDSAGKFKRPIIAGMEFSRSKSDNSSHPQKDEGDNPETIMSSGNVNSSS
TLR4 MyD88 blk = inhibitors of human TLR4-MyD88 binding; O00206; Cell-based TLR4-MyD88 binding inhibition assay; inhibition, % at 10 µM; hit rate 0.06% among 16,000; AID 811; in the data active = inhibition above about 45%
rat GALR2 ag = GALR2 (rat) receptor agonism; activation, % at 10 µM; AID 833; cell-based GALR2 agonist screen; O08726; hit rate 0.5% among 16,000; in the data active = activation above about 15%
NOTCH agonist = activates NOTCH signaling in reporter cells | AID 434982 | activation, % at 2.5 µM | hit rate 0.4% among 15,000 | NOTCH signaling luciferase reporter cells, luminescence; in the data active = activation above about 2.2%
Nox1 inh = human Nox1 inhibition | Q9Y5S8 | HT29 cells, luminol chemiluminescence ROS | inhibition, % at 6.7 µM | hit rate 0.81% among 16,000 | AID 1792
Luminol counter = counter-screen for Nox1 inhibitors: inhibitors of luminol chemiluminescence; inhibition, % at 6.7 µM; HRP/luminol/H2O2 chemiluminescence counterscreen; hit rate 0.4% among 16,000; note: reference of the scale not given here
Numbers without * were called inactive; / = no result given. Cut-off read from the data, not from the text of the source, unless noted: active = inhibition above about 75%; inactive = the rest.

canonical_smiles	OPRK1 antag MB	PME-1 Maybridge	S1P1 agonist	TLR4 MyD88 blk	rat GALR2 ag	NOTCH agonist	Nox1 inh	Luminol counter
CCOC(=O)/C(C#N)=C/NCCc1ccc(Cl)cc1	-27	2	14	2	-5	0.0	-52	2
O=C1Nc2ccccc2/C1=C/c1cc2ccccc2n1S(=O)(=O)c1ccccc1	-10	-20	12	3	-12	-0.9	31	6
COC(=O)c1c(OC)ccc(N=CNO)c1OC	4	1	1	-1	0	0.4	5	-2
O=C(O)C1CC(=O)N(CCc2cccs2)C1 (stereo not drawn)	9	0	-9	6	-2	-0.2	-35	2
COc1ccc(OC)c(NC(=O)CSCC(=O)O)c1	12	-2	1	0	-7	-0.5	-14	-1
NNC(=O)COc1ccc(Br)cc1Br	-1	3	-2	-14	-6	-0.8	-12	-6
O=C1NC2(CCCCCC2)C(=O)N1CCS(=O)(=O)Oc1ccc(Cl)cc1	-15	2	-23	1	-5	-0.5	-57	-2
Cn1ncc(C(=O)N=S(C)(=O)c2ccc(Cl)cc2)c1[N+](=O)[O-] (stereo not drawn)	-20	3	21	11	-5	0.3	-45	0
CC1CN(C(=O)NC(=O)c2ccc(F)c(Cl)c2)CC(C)O1 (stereo not drawn)	-3	1	-1	2	-4	0.1	11	-3
Cc1ccc(S(=O)(=O)OCC(O)CN2CCN(c3ccc(C(F)(F)F)cn3)CC2)cc1 (stereo not drawn)	18	-6	-5	7	-8	0.4	-17	3
COc1ccc(CSCC(=O)c2ccc(Cl)c(Cl)c2)c(Cl)c1OC	-27	-6	-19	-4	-6	0.0	-17	3
Cc1cc(-c2nc(C34CC5CC(CC(C5)C3)C4)cs2)no1	-12	-3	-11	8	-6	-0.2	-76	-1
CCOC(=O)c1cc(/C(C)=N/NS(=O)(=O)c2ccc(F)c(Cl)c2)on1	16	0	4	3	-6	-0.1	-12	3
CSc1cccc(N/C(=N\S(=O)(=O)c2ccccc2)NN)c1	-7	43*	-4	-5	-4	-0.7	-50	8
Cn1[nH]c(Nc2ccccc2Cl)c(N=Nc2ccc(C(F)(F)F)cc2)c1=O	18	-2	-4	-10	-4	-0.2	-39	3
Cc1ccc(S(=O)(=O)OCC23C=CC(CC2)CC3)cc1	-11	0	56	12	-8	-0.4	-151	3
CCOC(=O)Cn1nc(-c2ccc(F)cc2)cc(Cc2ccccc2)c1=O	15	1	16	4	7	0.4	-7	-7
CCCC(=O)c1cc2cc(Br)ccc2oc1=O	-18	-1	-17	10	-8	1.4	-41	3
COC(=O)c1cc(OC)nc(OC)c1	4	-3	30	2	-7	-0.3	-28	3
CN(C)C(=S)NCCCN1CCOCC1	6	-9	-7	-3	4	-0.6	0	-4

Whole records from above. Order of screens: OPRK1 antag MB | PME-1 Maybridge | S1P1 agonist | TLR4 MyD88 blk | rat GALR2 ag | NOTCH agonist | Nox1 inh | Luminol counter
CCOC(=O)/C(C#N)=C/NCCc1ccc(Cl)cc1 in the list: -27 | 2 | 14 | 2 | -5 | 0.0 | -52 | 2
O=C(O)C1CC(=O)N(CCc2cccs2)C1 (stereo not drawn) in the list: 9 | 0 | -9 | 6 | -2 | -0.2 | -35 | 2
Cc1cc(-c2nc(C34CC5CC(CC(C5)C3)C4)cs2)no1 in the list: -12 | -3 | -11 | 8 | -6 | -0.2 | -76 | -1
NNC(=O)COc1ccc(Br)cc1Br in the list: -1 | 3 | -2 | -14 | -6 | -0.8 | -12 | -6
Cn1ncc(C(=O)N=S(C)(=O)c2ccc(Cl)cc2)c1[N+](=O)[O-] (stereo not drawn) in the list: -20 | 3 | 21 | 11 | -5 | 0.3 | -45 | 0

Other compounds
canonical_smiles	OPRK1 antag MB	PME-1 Maybridge	S1P1 agonist	TLR4 MyD88 blk	rat GALR2 ag	NOTCH agonist	Nox1 inh	Luminol counter
COc1ccc(OCC(O)CNC(=S)Nc2ccc3c(c2)OCCO3)cc1 (stereo not drawn)	-3	7	3	2	-6	-0.5	-40	1
CCOC(=O)NC(NCCc1ccc(OC)cc1)(C(F)(F)F)C(F)(F)F	-7	-2	8	0	-8	-0.3	2	2
CC12OC(c3ccccc3)=CC(c3ccccc3)=C1C(c1ccccc1)=CC2=O (stereo not drawn)	2	4	-14	-3	-9	-1.0	-39	1
Cc1nc(-c2cc(C#N)c(SCCNS(=O)(=O)c3cccc(C(F)(F)F)c3)nc2C)cs1	-4	-38	-7	-9	-9	-0.9	-26	3
OCCCCn1cnc2cc(Cl)c(Cl)cc21	1	4	-11	-7	-8	-0.2	-26	-6
C#CC(C)(C)NC(=O)/C=C\C(=O)O	-38	0	10	7	-3	0.0	-15	5
Cn1c(=O)c2c(nc(Oc3ccccc3Br)n2C)n(C)c1=O	2	-1	8	-2	-5	-1.8	-58	3
O=C(O)CSC(CC(=O)c1ccc(Cl)cc1)c1ccccc1 (stereo not drawn)	4	-5	-2	3	-6	0.2	-65	-4
CCOC(=O)c1c[nH]c2cc3c(cc2c1=O)OCO3	12	-3	-2	1	-8	-0.4	-29	2
CC1CN(c2ncc(C(=O)OCc3ccc(Cl)cc3)c(C(F)(F)F)n2)CC(C)O1 (stereo not drawn)	7	0	8	-11	-9	-0.5	-13	-2
COc1ccc(/C(N)=N/OCc2c(Cl)cccc2Cl)cc1	0	0	-1	-11	-5	-0.9	-31	-5
COC(=O)CSc1cc(C)c(Cl)cc1C	6	6	10	1	-2	0.6	17	-7
COCc1cc(=O)[nH]c2c1c(-c1ccccc1)nn2C	-19	-2	-25	-6	-6	0.6	-51	3
CC1(C)C2CC[C@](C)(C2)C1NC(=O)c1c(Cl)cccc1Cl (stereo partly drawn)	3	5	-6	-2	-5	-0.4	-15	-3
Cc1nc(C(F)(F)F)ccc1C(=O)Oc1ccc(F)cc1F	11	-3	4	2	-2	-0.1	-53	0
CC(C)(C)OC(=O)NCCCN=Cc1ccc(C(F)(F)F)cc1	11	5	5	-6	-3	-0.3	-14	-5
O=C(NCc1cccs1)c1c(F)cccc1NC(=O)C(c1ccccc1)C1CCCC1 (stereo not drawn)	-16	3	6	3	-9	-0.2	-1	-3
O=C(c1ccc(-c2cccs2)s1)c1ccc(F)cc1F	-8	-1	-5	-22	-1	1.1	-8	-7
Cc1nc(C(=O)NC2(O)C(=O)c3ccccc3C2=O)cs1	13	18	2	4	-5	0.9	-4	-4
O=C(Nc1ccc(C2=NCCO2)cc1)c1ccc(C(F)(F)F)cc1	41	4	15	-20	-6	-0.8	9	-8
CCCS(=O)(=O)c1ccc(NC(=O)Nc2ccc(Cl)cc2Cl)cc1	13	-82	23	-6	-10	-0.5	12	-6
O=[N+]([O-])c1cccnc1Sc1ccccn1	16	10	13	-1	-4	-0.3	9	-7
O=C(Nc1ccc(Cl)cc1)Nc1cc(C2CC2)nn1-c1ccccc1	3	-1	5	7	-6	-0.4	7	-3
COC(=O)CSc1c(Cl)cncc1Cl	2	2	-16	4	-5	-0.1	11	-2
O=C(O)c1ccc(Sc2ccc(Cl)cc2)c([N+](=O)[O-])c1	17	11	21	-14	-4	-0.2	25	-6
CNC(=S)c1sc2ccccc2c1C	-3	5	-10	-7	-8	0.1	22	-4
COc1cc2c(=O)n(Cc3cccs3)c(=S)[nH]c2c(OC)c1OC	8	4	-3	5	-4	-0.1	-33	-1
CCOC(=O)/C(N=Nc1ccc(C(F)(F)F)cc1)=C(/O)CSc1nnc(C(F)(F)F)n1C	-12	-6	14	-4	-6	0.5	-19	17
O=C(Nc1nc2ccc(Cl)cc2s1)c1cccs1	3	-14	19	3	-6	0.1	-29	4
CC(=O)NC(c1ccccc1)n1cncn1 (stereo not drawn)	9	5	-9	-1	-6	0.1	-8	-4

Exported with two lines to a compound: 3 of the compounds above.
Second line of a record – OPRK1 antag MB | PME-1 Maybridge | S1P1 agonist | TLR4 MyD88 blk | rat GALR2 ag | NOTCH agonist | Nox1 inh | Luminol counter
- CCCS(=O)(=O)c1ccc(NC(=O)Nc2ccc(Cl)cc2Cl)cc1
 : 13 | -82 | 23 | -6 | -10 | -0.5 | 12 | -6
- O=C(Nc1ccc(Cl)cc1)Nc1cc(C2CC2)nn1-c1ccccc1
 : 3 | -1 | 5 | 7 | -6 | -0.4 | 7 | -3
- COc1cc2c(=O)n(Cc3cccs3)c(=S)[nH]c2c(OC)c1OC
 : 8 | 4 | -3 | 5 | -4 | -0.1 | -33 | -1

(cont.)
canonical_smiles	OPRK1 antag MB	PME-1 Maybridge	S1P1 agonist	TLR4 MyD88 blk	rat GALR2 ag	NOTCH agonist	Nox1 inh	Luminol counter
CC(Oc1ccc2c(-c3ccccc3)cc(=O)oc2c1)C(=O)O (stereo not drawn)	10	6	-1	0	-5	0.8	-8	-1
Cc1ccc(S(=O)(=O)NC(=O)NNc2ncnc3scc(-c4ccccc4)c23)cc1	-34	7	-5	3	-11	-0.9	-10	3
O=C(O)c1ccccc1NCc1ccco1	3	3	-14	4	-4	-0.3	-20	0
CN(C)c1ccc(NC(=O)c2sc3ccccc3c2Cl)cc1	13	4	32	-2	4	-0.3	20	-20
CCOC(=O)CSc1nncc(=O)[nH]1	6	-2	3	-1	-8	-0.1	-34	3
NS(=O)(=O)c1cccc(-c2ccc(C3Nc4ccccc4-c4nc5ccccc5n43)o2)c1 (stereo not drawn)	-12	-8	-25	-6	-6	-0.1	17	4
N#Cc1ccc(N2CCCN(C(=S)NC3CCCC3)CC2)nc1	-1	-1	6	-7	-4	-0.4	-81	3
CCOC(=O)C1CCCCN1C(=O)c1c(SC)nsc1SC (stereo not drawn)	-49	6	1	0	-7	-1.0	-67	-1
Cc1cc(C(=O)Nc2cc(C(F)(F)F)ccc2N2CCOCC2)no1	-8	17	-15	7	-4	-0.1	-44	3
Cn1cnc(S(=O)(=O)NCC2CCN(C(=O)OC(C)(C)C)CC2)c1	-24	4	-16	9	-3	-0.4	-29	-6
CCOC(=O)/C(C#N)=C/Nc1ncccc1C	-4	3	-26	1	-7	0.6	-13	-1
CCOC(=O)c1nc(-c2ccc([N+](=O)[O-])o2)no1	-7	2	-24	5	0	0.2	-42	-2
COC(=O)c1cc(C)ccc1OCc1ccc([N+](=O)[O-])cc1	-4	-4	-12	-88	9	0.0	-19	-5
Nc1ncnc2cccc(F)c12	-6	2	-12	-3	-7	/	19	-5
CC(=O)NC(=O)/C(C#N)=N\O	8	0	0	10	-8	0.0	-40	1
CCOC(=O)CSC(=O)c1cccnc1Oc1ccccc1	-10	0	14	4	-5	-5.4	-85	3
COc1ccc(Nc2cccc(Cl)c2)c(C(=O)O)c1	5	2	23	/	-1	-0.5	-37	9
O=C(/C=C/C(=O)c1ccc(F)cc1)c1ccc(F)cc1	7	3	-13	11	-14	-0.7	-25	1
COC(=O)c1sc(OC)cc1OC(=O)c1ccco1	8	1	-14	2	-2	-0.1	-22	4
S=c1[nH]c(-c2ccccc2)c(-c2ccccc2)o1	23	8	-13	-6	-8	0.4	-18	-2
CC(C)(C)S(=O)(=O)c1cnc(-c2cnccn2)nc1N	-4	7	8	3	-9	-0.3	-4	-5
COc1cc(OC)nc(/N=C/c2nc(-c3ccccc3)oc2O)n1	6	0	-4	-11	-7	/	17	0
CC(C)(C)NC(=O)NCc1ccncc1	31	-1	1	10	-8	-0.1	-65	2
N#C/C(=C\c1cccnc1)C(N)=S	-1	-2	5	0	-4	-0.2	-1	6
O=C(Nc1ccc(OCc2ccccc2)cc1)NC1Cc2ccccc2C1	3	-4	18	10	11	-0.1	-46	-3
CCOC(=O)c1ccc(Cc2sc(C(=O)c3ccc(Br)cc3)c(N)c2C#N)cc1	-4	14	16	8	-7	-0.7	-5	7
O=C(CCN1CCCCC1)c1ccc2c(c1)OCCCO2	21	2	-6	3	-2	-0.8	-39	0
CN(C)/C=C/C(=O)c1ccccn1	17	6	5	0	-4	0.3	12	-6
S=c1[nH]nc(NCc2cccs2)s1	-11	1	18	-21	-11	0.7	27	7
O=C(NC1Cc2ccccc2C1)c1ccc(Cl)cc1	14	-2	-8	8	-4	0.9	-2	-3
O=C1/C(=C\c2cccs2)N2CCC1CC2	-6	6	-1	-2	-5	-0.2	15	-8
O=C(O)CNS(=O)(=O)c1ccc([N+](=O)[O-])cc1I	4	0	2	1	-6	-0.8	-15	1
Cc1ccc(S(=O)(=O)NNC(=S)Nc2ccccc2)cc1	6	0	-18	-2	0	-0.9	-37	34
COC(=O)CNC(=O)c1ccncc1Br	7	1	-15	-9	-2	-0.8	-10	-3
Nc1ccccc1C(=O)NCc1ccncc1	15	0	-20	6	-7	-0.7	-16	0
O=C(NNc1ccccc1C(F)(F)F)NS(=O)(=O)c1ccc(Cl)cc1	14	5	-20	3	-4	-0.1	-5	-3
N#CCS(=O)(=O)c1ccco1	4	2	-9	0	-8	0.4	-60	-2
Cc1cc(C)c(NC2=NC(CO)(CO)CS2)c(C)c1	-1	3	-3	-4	-6	0.6	9	-6
Cn1sc(=O)c2ccc(S(=O)(=O)NCCc3ccncc3)cc21	13	1	9	7	-6	-0.2	-9	0
CN(C)c1nc(=S)ss1	5	8	25	10	-10	-0.8	-89	-6
O=C(NNC1=NCCN1Cc1ccccc1)c1cccc(C(F)(F)F)c1	-5	4	5	2	-4	0.1	32	20
